Source: PubChem BioAssay (National Center for Advancing Translational Sciences (NCATS))
ERG Ets-DNA blk – blocks human ERG Ets domain binding to DNA | P11308 | fluorescence polarization, His-ERG Ets domain / labelled DNA | Potency, µM (doses to about 76.9 µM), for inactives: at the top dose FP activity, negative = inhibition, actives largely listed as inhibitors | hit rate 0.028% among 370,000; active means well fitted inhibition curve with a large enough effect in the polarisation, with a control signal flat; inconclusive means small, poorly fitted or top-dose-only effect, or effect the other way, or a change in a side signal; inactive means no such curve, though single readings can be large or run the other way; the % refers to the polarisation;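 further: polarization taken with two DNA probes labelled with fluorescein and Texas red; potency means the concentration at half of the fitted maximal effect; % of control where 0% means no effect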
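His-tagged ERG Ets domain (1 uM in the protein solution; 300mM KCl, 50mM Tris-HCl, 1mM EDTA, 1mM DTT, pH 7.5) received compound, then a probe mix of 5 nM fluorescein-DNA and 100nM Texas-615-DNA. Fluorescence polarization was read for both dyes.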
LDHA block – blocks human lactate dehydrogenase A. P00338. purified LDHA, NADH/diaphorase-resazurin fluorescence; hits give low values. activity change, % (values are at about 110 or 230 µM). hit rate 0.15% among 480,000; in the data active means activity change below about -30%; inconclusive means mostly about -25% to -30%;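 further: plate controls were DMSO wells for no effect and wells without enzyme for full effect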
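Human LDH5 (2 nM) was incubated with 0.06 mM NADH and 0.2 mM pyruvate for 5 min at room temperature in Tris pH 7.4. Remaining NADH was coupled through diaphorase/resazurin, and resorufin fluorescence was read at 0 and 20 min.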
12-LOX inh – ALOX12 (human) lipoxygenase inhibition; P18054; purified 12hLO, xylenol orange hydroperoxide absorbance; Potency, µM (titrated, usually from 108 µM), for the others: at the top dose activity change, negative = inhibition, actives largely listed as inhibitors; hit rate 1.1% among 580,000; AID 1671190; further: potency means the concentration at half of the fitted maximal effect; on the % scale 0 is the no-effect control and ±100 the full control effect
Target sequence (P18054 whole entry, looked up): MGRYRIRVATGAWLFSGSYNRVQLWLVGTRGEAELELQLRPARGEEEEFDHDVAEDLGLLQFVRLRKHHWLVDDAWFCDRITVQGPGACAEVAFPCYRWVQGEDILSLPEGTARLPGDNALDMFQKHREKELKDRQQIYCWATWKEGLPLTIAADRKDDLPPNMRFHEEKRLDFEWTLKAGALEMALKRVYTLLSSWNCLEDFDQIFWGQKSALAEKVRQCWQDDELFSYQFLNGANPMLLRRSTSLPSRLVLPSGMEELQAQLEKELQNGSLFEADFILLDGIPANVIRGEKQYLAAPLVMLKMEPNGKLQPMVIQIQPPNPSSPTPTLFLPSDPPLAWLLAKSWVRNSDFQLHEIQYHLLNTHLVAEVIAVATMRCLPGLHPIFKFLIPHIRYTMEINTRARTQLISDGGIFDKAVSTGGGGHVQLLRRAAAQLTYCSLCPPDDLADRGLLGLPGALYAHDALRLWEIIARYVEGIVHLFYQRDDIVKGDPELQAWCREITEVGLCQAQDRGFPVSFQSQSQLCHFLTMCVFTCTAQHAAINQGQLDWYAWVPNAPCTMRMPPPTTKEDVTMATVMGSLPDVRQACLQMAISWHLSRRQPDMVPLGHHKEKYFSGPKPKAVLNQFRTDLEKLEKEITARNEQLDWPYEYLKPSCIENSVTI
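Purified human 12hLO at 150 nM in 25 mM Hepes, 0.01% Triton X-100, pH 7.0, preincubated 15 min at room temperature with compound. Reaction started with 40 uM arachidonic acid, 30 min at room temperature. Hydroperoxide measured by Fe-xylenol orange, 573/405 nm absorbance ratio.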
Glioma ERSR ind – induces the endoplasmic reticulum stress response in human glioma cells | AID 602332 | Potency, µM, for the others: at the highest dose activation, most hits filed as activators | hit rate 0.02% among 420,000 | U87-MG GRP78 promoter luciferase reporter, 16 h; further: potency means the concentration at half of the fitted maximal effect; series mostly up to about 76 µM; % of control where 0% means no effect; nearly all actives have a fitted effect of over 35% in size
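ERSR induction read as luciferase luminescence (Bright-Glo, 10 min at room temperature) in stably transfected human U87-MG glioma cells exposed to compounds for 16 h, using GRP78 as sensor.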
D2 antagonist – antagonizes the human D2 dopamine receptor. P14416. HEK293 TREx D2 cells, calcium flux, dopamine EC80. inhibition, % at 10 µM. hit rate 2% among 340,000. AID 485344; in the data active means inhibition above about 30%; further: 0% is about no effect
Target sequence (P14416 whole entry, looked up): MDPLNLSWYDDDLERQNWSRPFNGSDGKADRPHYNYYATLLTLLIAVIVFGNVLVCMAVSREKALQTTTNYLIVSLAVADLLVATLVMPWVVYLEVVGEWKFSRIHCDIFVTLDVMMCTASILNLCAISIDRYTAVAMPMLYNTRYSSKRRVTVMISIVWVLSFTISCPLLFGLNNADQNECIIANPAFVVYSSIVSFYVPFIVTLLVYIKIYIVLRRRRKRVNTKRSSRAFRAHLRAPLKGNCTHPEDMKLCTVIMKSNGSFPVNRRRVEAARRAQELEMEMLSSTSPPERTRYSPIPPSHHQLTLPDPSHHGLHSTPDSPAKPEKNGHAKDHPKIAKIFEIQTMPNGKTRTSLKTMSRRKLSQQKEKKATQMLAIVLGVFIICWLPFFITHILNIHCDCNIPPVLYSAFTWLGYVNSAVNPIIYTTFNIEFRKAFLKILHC
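Tetracycline-induced HEK293 T-REx cells expressing D2 force-coupled to calcium signalling were dye-loaded, exposed to compound for 180 s, then challenged with an EC80 of dopamine; calcium flux was followed kinetically for a further 180 s.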
D2 ag – D2 dopamine receptor (human) agonism. P14416. HEK293 T-REx D2 cells, calcium flux agonist mode. activation, % at 2 µM. hit rate 0.53% among 340,000;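 active means activation over 3 SD above normal in the single-dose calcium agonist read, cut at about 30% in these data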; further: 0% is about no effect
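In this primary screen, compounds producing a positive calcium signal within 180 s of addition to tetracycline-induced, force-coupled HEK293 Trex D2 cells are flagged; cells are dye-loaded with a no-wash calcium kit beforehand.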
Vif-APOBEC3F blk – blocks the Vif interaction with APOBEC3F. hit rate 0.2% among 390,000. Potency, µM (top dose mostly 46.1 µM), without a hit: at the highest dose activity, negative = active. HeLa A3F-eYFP + Vif (tagged APOBEC3F with the HIV-1 protein that degrades it), YFP fluorescence increase; further: potency means the concentration at half of the fitted maximal effect; % of control where 0% means no effect; nearly all actives have a fitted effect of over 65% in size
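Fluorescence increase (Ex 488/Em 500-530) after overnight compound treatment at 37 deg C flags inhibition of Vif-driven A3F-eYFP loss in stable HeLa A3F-eYFP/Vif cells seeded overnight beforehand.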
RGS4 inh – human RGS4 inhibition. Transcreener GDP fluorescence polarization, RGS4-accelerated GTP hydrolysis. hit rate 0.039% among 390,000. P49798. Potency, µM (top dose mostly 114 µM), for the others: at the highest dose activity change, negative = inhibition, usual class: inhibitors; further: potency means the concentration at half of the fitted maximal effect; on the % scale 0 is the no-effect control and ±100 the full control effect; nearly all actives have a fitted effect of over 75% in size; some results filed as inactive show a strong effect at the top dose
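MLSMR compounds (23 nl, pin-transferred) preincubated 10 min at room temperature with a 500nM (2x) first reagent, then RGS4 at 900nM (2x) plus Transcreener GDP mix added; fluorescence polarization (620/688 nm) read before and after 90 min at 30 °C.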
Vif-APOBEC3G blk – blocks the Vif interaction with human APOBEC3G; Q9HC16; HeLa A3G-eYFP + Vif (tagged APOBEC3G with the HIV-1 protein that degrades it), YFP fluorescence, overnight; Potency, µM (titrated, usually from 46.1 µM), without a hit: top-dose activity, negative = active, usual class: inhibitors; hit rate 0.076% among 410,000; AID 602310;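 further: potency means the concentration at half of the fitted maximal effect; on the % scale 0 is the no-effect control and ±100 the full control effect; nearly all actives have a fitted effect of over 60% in size; hits raise eYFP signal because A3G escapes Vif-driven loss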
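Read-out is eYFP fluorescence (Ex 488/Em 500-530) from Vif-expressing HeLa A3G-eYFP cells; more signal means A3G escaped Vif-mediated degradation. Cells plated overnight, compound pinned in, incubated overnight at 37 deg C.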
* hit, by the source's call; u = inconclusive; x = no result given; [ ] = another dose, or the depositor's remark. Unless noted, the call rests on the fitted dose curve; in most records, active means well fitted curve in the direction sought with a large enough effect; inconclusive means small, poorly fitted or top-dose-only effect, or another doubt; inactive means no such curve, though single readings can be large; an effect the other way counts as inactive or inconclusive.

Each structure is followed by: 12-LOX inh, D2 antagonist, Glioma ERSR ind, Vif-APOBEC3F blk, LDHA block, Vif-APOBEC3G blk, ERG Ets-DNA blk, D2 ag, RGS4 inh
> CCOC(=O)N1CCN(C(=O)c2ccc(CN(c3ccccc3)S(C)(=O)=O)cc2)CC1
 : 60%[activator], -3, 3%, 8%, -7, 1%, -3%, 0.5, 8%[11.4 µM]
> CCCCN(C=O)c1c(CC)nc2c(OCCC3CCCCC3)cccn12
 : -19%, x, u, x, -8, -12%, x, x, x
> CCCOc1ccccc1OCC(=O)N1CCN(S(=O)(=O)c2ccc(Cl)cc2)CC1
 : -28%, 4, -6%, -3%, 0, 2%, 3%, 0.4, 19%
> Cc1ccc(-n2ncc(Cl)c2C(=O)NC2CC2)cc1
 : -3%, x, 0%, -21%, -4, -6%, 2%, x, -12%
> COc1ccc(C2C=C(c3cccc(OC)c3)Nc3c(C(=O)Nc4ccccc4)cnn32)cc1 (configuration not stated)
 : 8%, x, 3%, 3%, -2, -5%, 6%, -0.3, 14%
> Cc1nn(-c2ccccc2)c(C)c1NC(=O)COc1ccccc1C#N
 : 5%, x, 0%, -8%, 4, 1%, x, x, x
> CCN1CCCC1CNc1ccc(S(C)(=O)=O)cc1[N+](=O)[O-] (configuration not stated)
 : 16%, -3, -2%, 20%, -5, 0%, -5%, 4.8, 7%
> Cc1c(NC(=O)C(=O)/C=C(\O)c2ccc(Cl)cc2)c(=O)n(-c2ccccc2)n1C
 : u, 26, -4%, -10%, 14, 1%, -3%, 0.0, -3%
> CCOC(=O)c1ccc(NC(=O)CSC2=NC(=O)C(CC)C(=O)N2)cc1 (configuration not stated)
 : 3%, 47*, -2%, 1%, -1, 0%, -10%, 0.7, -9%
> CCc1ccccc1NC(=O)Cc1ccc(-n2cccc2)cc1
 : -18%, 17, -4%, -10%, -7, -8%, 1%, -0.8, u
> Cc1csc(N(C(=O)c2cccc(S(=O)(=O)N3CCCC3)c2)c2ccccc2)n1
 : 22%, 3, -7%, x, -2, 2%, -15%, -1.3, 8%
> COc1ccc(C2NC(c3ccc4c(c3)OCO4)=CC(c3ccccc3O)N2)cc1OC (configuration not stated)
 : x, x, 3%, x, 5, -3%, x, x, -24%
> O=C(NCc1ccccn1)C1CCC(=O)N(Cc2ccc(Cl)cc2)C1 (configuration not stated)
 : 17%, 16, -3%, 2%, -1, 3%, -1%, 0.0, -5%
> Cc1ccc(C(=O)Nc2cc(C)c(OCC(=O)N3CCOCC3)c(C)c2)cc1
 : -14%, -14, -6%, x, -10, 2%, -6%, -0.2, 14%
> Cc1ccc2oc(=O)n(CC(=O)OC(C)C)c2c1
 : 17%, -1, -1%, -9%, 1, 2%, 3%, -1.0, -26%
> Cc1cc(C)n(CC(=O)N2N=C(C(F)F)CC2(O)C(F)F)n1 (configuration not stated)
 : -15%, -3, -1%, 5%, -6, -4%, -6%, 0.5, -11%
> COc1cccc2[nH]c3c(=O)n(CCN(C)C)cnc3c12
 : 6%, 15, -1%, 2%, -5, -7%, -7%, 0.3, -22%
> Cc1ccc(C)c(NC(=O)CS(=O)(=O)c2cn(C)c3ccccc23)c1
 : -9%[57.4 µM], -5, -2%, -3%, 4, -1%, x, 0.0, 1%
> COc1ccc(CN(C)C(=O)c2cccc(S(=O)(=O)N3CCN(c4ccccc4)CC3)c2)c(OC)c1OC
 : 0%, -21, -2%, -14%, -3, 1%, -5%, -0.7, -4%
> CC(=O)Nc1ccc2c(O)cc(S(=O)(=O)O)cc2c1
 : u, x, -2%, -23%, 13, 0%, 10%, x, 10%
> Cc1ccc(S(=O)(=O)NCC(=O)N(CC(=O)NCc2ccco2)C2CCCC2)cc1
 : -3%, x, -2%, 12%, -2, -1%, -20%, x, 2%
> CC1CN(C(=O)COC(=O)Cc2ccc(Cl)cc2)CC(C)O1 (configuration not stated)
 : 5%, 4, 0%, -4%, 0, 8%, -10%, 0.0, -5%
> Cc1c(NC(=O)C2CCCN2S(=O)(=O)c2ccccc2)c(=O)n(-c2ccccc2)n1C (configuration not stated)
 : 0%, -16, -4%, -3%, -5, 2%, 0%, 0.4, 29%
> N#C/C(=C\c1cccnc1)C(=O)Nc1ccc(SC(F)F)cc1
 : u, -11, 0%, 8%, 1, 0%, 21%, 0.0, -23%
> COC(=O)C(NNc1ccccc1)(NC(=O)c1cccc(F)c1)C(F)(F)F (configuration not stated)
 : 8%, -5, -1%, 1%, 6, -2%, 1%, 0.3, 9%
> Cc1ccc(NC(=O)CSc2nc(-c3ccco3)nc3cc(=O)[nH]n23)c(Cl)c1
 : -12%, 10, -4%, -20%, -3, 4%, -20%, -0.9, 0%[56.9 µM]
> CC(=O)c1c(C)[nH]c(C(=O)CSc2nnc(-c3ccccc3)o2)c1C
 : 0%, 6, -6%, x, -2, -1%, -3%, 0.2, -25%
> Cc1cc(-n2c(SCC(=O)NCc3ccccc3)nc3ccsc3c2=O)ccc1Cl
 : -19%, x, -3%, 4%, -9, 5%, -2%, -0.1, 18%
> CCCN1CCN(C(=O)CCCn2c(C)c3cnn(-c4ccccc4)c(=O)c3c2C)CC1
 : 27%, -12, -3%, 0%, -1, -1%, 0%, -0.8, -22%
> CC(OC(=O)CCCOc1ccccc1)C(=O)NC(N)=O (configuration not stated)
 : 4%, -28, -3%, 1%, -2, 1%, 5%, 0.9, 19%

Whole records, quoted from the list. Values in the order: 12-LOX inh | D2 antagonist | Glioma ERSR ind | Vif-APOBEC3F blk | LDHA block | Vif-APOBEC3G blk | ERG Ets-DNA blk | D2 ag | RGS4 inh
Entry for `CC1CN(C(=O)COC(=O)Cc2ccc(Cl)cc2)CC(C)O1` (configuration not stated) : 5% | 4 | 0% | -4% | 0 | 8% | -10% | 0.0 | -5%
Entry for `Cc1ccc(S(=O)(=O)NCC(=O)N(CC(=O)NCc2ccco2)C2CCCC2)cc1` : -3% | x | -2% | 12% | -2 | -1% | -20% | x | 2%
Entry for `COc1ccc(CN(C)C(=O)c2cccc(S(=O)(=O)N3CCN(c4ccccc4)CC3)c2)c(OC)c1OC` : 0% | -21 | -2% | -14% | -3 | 1% | -5% | -0.7 | -4%
Entry for `Cc1csc(N(C(=O)c2cccc(S(=O)(=O)N3CCCC3)c2)c2ccccc2)n1` : 22% | 3 | -7% | x | -2 | 2% | -15% | -1.3 | 8%

The main list resumes; the two compounds before the break are reprinted first.
Each structure is followed by: 12-LOX inh, D2 antagonist, Glioma ERSR ind, Vif-APOBEC3F blk, LDHA block, Vif-APOBEC3G blk, ERG Ets-DNA blk, D2 ag, RGS4 inh
> CCCN1CCN(C(=O)CCCn2c(C)c3cnn(-c4ccccc4)c(=O)c3c2C)CC1
 : 27%, -12, -3%, 0%, -1, -1%, 0%, -0.8, -22%
> CC(OC(=O)CCCOc1ccccc1)C(=O)NC(N)=O (configuration not stated)
 : 4%, -28, -3%, 1%, -2, 1%, 5%, 0.9, 19%
> Cc1c(Nc2nc(C(F)(F)F)nc3ccccc23)c(=O)n(-c2ccccc2)n1C
 : -1%, -1, 0%, 0%, -1, -2%, 11%, -0.3, 2%
> O=C(NCCCn1ccnc1)C(=O)NCC1OCCN1S(=O)(=O)c1ccc2c(c1)OCCO2 (configuration not stated)
 : 46%[activator], 15, -6%, 7%, -11, 2%, -5%, 0.8, -7%
> COc1ccc(OC)c(NC(=O)Cc2coc3ccc4ccccc4c23)c1
 : 33%[activator], 5, -2%, -3%, 0, 1%, -7%, 0.3, -21%
> O=C(Nc1ccc(Cl)cc1)Nc1nnc(CSCc2ccccc2Cl)s1
 : 1%, 6, -5%, 0%, -6, -2%, 3%, 0.7, -1%
> O=C(Nc1ccc(C(=O)N2CCCC2)cc1)c1ccccc1F
 : 0%, -9, 0%, -7%, -2, 0%, -5%, -1.5, -31%
> COc1ccc(S(=O)(=O)Nc2cccc(S(=O)(=O)N3CCCCC3)c2)cc1
 : u, x, -4%, -5%, -7, -4%, -3%, x, -36%
> O=C(Cn1nnc(-c2ccc(CN3CCOCC3)cc2)n1)Nc1nc(-c2ccccc2)cs1
 : -21%, 7, -1%, 7%, -7, -1%, -4%, 0.9, -20%
> CN(C)S(=O)(=O)N(CC(=O)Nc1ccc2ccccc2c1)c1ccccc1
 : 141%[activator], -8, -4%, 0%, 9, 0%, 0%, 1.3, 33%
> Cc1ccc(C(C)NC(=S)NCc2ccc(F)cc2)c(C)c1 (configuration not stated)
 : u, 11, -5%, -8%, 2, 2%, -7%, 0.4, -12%
> CN(C)S(=O)(=O)c1ccc2c(c1)c(=O)c(C(=O)NCCCN1CCCCCC1)cn2C
 : 12%[57.4 µM], -18, -2%, -1%, 5, -4%, -9%, 1.6, -22%
> CCc1ncc(C(=O)c2ccc(OC)cc2)n1C
 : -6%, -6, 2%, -16%, 0, -5%, -2%, 0.1, 1%
> COc1ccc(Br)cc1CN1CCCCCC1
 : u, -11, -5%, -18%, -24, 2%, 5%, 1.2, 4%[56.9 µM]
> COc1ccc(CNC(=O)C(c2ccncc2)N(C(=O)Cc2cccs2)c2cccc(C)c2)cc1 (configuration not stated)
 : 0%, x, 4%, -1%, -3, 2%, x, x, -13%
> Cc1cc(C)nc(SCC(=O)N/N=C/c2cccs2)n1
 : -1%, 15, 2%, -2%, -4, -1%, 2%, -1.0, 3%

These rows are one share of the data. The share of hits here may be higher or lower than overall.
